TNF death inh – blocks TNF-alpha induced death of Jurkat FADD-/- cells | Jurkat FADD-/- TNF necroptosis rescue, ATP luminescence, 24 h; 0 = TNF only, 100 = no-TNF cells | activation (protection from cell death), % at 10 µM | hit rate 0.068% among 220,000 | AID 463075;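 active = activation, meaning protection from cell death, of at least 50% relative to plate controls; inactive = activation below 50%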;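 note: necroptosis triggered by 40 ng/mL TNF-alpha added together with compound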
zVAD death inh – L929 zVAD cell death inhibition. L929 zVAD necroptosis rescue, ATP luminescence, 24 h; with zVAD 60 µM. viability rescue, % at 10 µM. hit rate 0.38% among 220,000. AID 1377;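 active = activation, scaled between plate controls, above about 75%, limit read from the data; inactive = activation under that limit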;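 note: 0% = zVAD with DMSO and 100% = DMSO alone without zVAD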
Rad51 HR inh – blocks human Rad51 in homologous recombination | Q06609 | hRad51 DNA strand exchange, fluorescence dequenching | inhibition, % at 10 µM | hit rate 0.085% among 200,000 | AID 1385;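 active = inhibition above 40% at the single screening dose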;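 note: 0% = DMSO control wells and 100% = blanks with heterologous ssDNA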
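Material: Human Rad51 nucleoprotein filaments preassembled on unlabelled ssDNA | Also added: Labelled 47-mer dsDNA for strand exchange | Dosing: Single dose, 10 µM final compound | Schedule: 30-min compound preincubation and 15-min exchange, both room temperature | Technique: Fluorescence dequenching at 485/520 nm | Measure: Percent inhibition relative to plate controls and blanks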
Hck-Nef inh – blocks Nef-activated human Hck kinase; P08631; Recombinant Hck-YEEI plus Nef, Z-Lyte FRET kinase assay; inhibition, % at 20 µM; hit rate 0.68% among 220,000; AID 463187;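 active = Hck-Nef kinase inhibition above about 50%, limit read from the data; inactive = inhibition below that limit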;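 note: 0% = DMSO with Hck plus Nef and 100% = Hck alone without Nef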
FXIIa inh – inhibitors of human coagulation factor XIIa; purified FXIIa, Boc-QGR-AMC fluorogenic substrate, 2 h; hit rate 0.3% among 220,000; inhibition, % at 5 µM; P00748; AID 800; in the data active = inhibition above about 40%;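 note: 0% = enzyme with no compound and 100% = blank without enzyme; many of its hits are not listed in these tables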
Target sequence (P00748 20-372 limits assumed): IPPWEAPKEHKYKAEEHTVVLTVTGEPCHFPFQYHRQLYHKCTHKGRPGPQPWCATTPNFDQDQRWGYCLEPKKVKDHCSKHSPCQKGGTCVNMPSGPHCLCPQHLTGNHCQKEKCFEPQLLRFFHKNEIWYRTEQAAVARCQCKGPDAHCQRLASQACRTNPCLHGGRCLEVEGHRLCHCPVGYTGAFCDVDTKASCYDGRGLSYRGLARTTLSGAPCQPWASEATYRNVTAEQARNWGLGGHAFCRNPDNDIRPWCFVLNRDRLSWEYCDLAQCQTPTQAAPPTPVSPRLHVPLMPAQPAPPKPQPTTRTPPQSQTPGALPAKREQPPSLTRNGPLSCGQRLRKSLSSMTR
Target sequence (P00748 373-615 limits assumed): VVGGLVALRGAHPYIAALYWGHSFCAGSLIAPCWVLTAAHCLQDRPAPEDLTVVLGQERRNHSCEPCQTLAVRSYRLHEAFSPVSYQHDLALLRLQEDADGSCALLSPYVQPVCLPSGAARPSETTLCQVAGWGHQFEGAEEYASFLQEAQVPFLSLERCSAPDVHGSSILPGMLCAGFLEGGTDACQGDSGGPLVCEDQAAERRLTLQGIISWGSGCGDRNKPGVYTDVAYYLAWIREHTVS
FXIa inh 1536 – inhibitors of human coagulation factor XIa; P03951; purified FXIa, Boc-Glu-Ala-Arg-AMC fluorogenic substrate; inhibition, % at 5 µM; hit rate 0.14% among 220,000; AID 798;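 active = inhibition of at least 40%; inactive = inhibition below 40%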;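 note: fluorescence of freed AMC excited at 355 nm; 0% = enzyme without compound and 100% = no enzyme blank; many of its hits are not listed in these tables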
KCC2 mod – modulates chloride dependent transport by human KCC2; Q9H2X9; KCC2 cells, thallium flux FluoZin-2 fluorescence; B-score of Tl+ flux slope (higher = more flux/activation; lower = inhibition) at 10 µM; hit rate 2.2% among 190,000;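 active = thallium flux slope and its plate-corrected score both differing from the plate sample mean at a set confidence after two filtering rounds, in either direction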;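 note: slope of fluorescence scaled to starting intensity during 10 to 20 s after thallium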
KLK5 inh – blocks human kallikrein 5 protease activity. Q9Y337. hit rate 0.59% among 210,000. inhibition, % at 5 µM. recombinant hK5, fluorogenic AMC substrate cleavage;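 active = inhibition of 40% or more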;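 note: 0% = enzyme controls without compound and 100% = no-enzyme blanks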
Target sequence (Q9Y337 67-293 limits assumed): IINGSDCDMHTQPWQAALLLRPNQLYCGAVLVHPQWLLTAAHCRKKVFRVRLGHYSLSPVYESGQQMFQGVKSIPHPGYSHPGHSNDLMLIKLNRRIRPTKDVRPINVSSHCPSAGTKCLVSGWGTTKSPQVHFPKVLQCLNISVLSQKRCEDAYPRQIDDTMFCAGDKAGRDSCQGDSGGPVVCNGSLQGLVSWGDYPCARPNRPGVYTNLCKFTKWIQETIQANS
thrombin 1536 – inhibitors of human thrombin | alpha-thrombin, Boc-VPR-AMC fluorogenic substrate cleavage | hit rate 0.26% among 220,000 | inhibition, % at 5 µM | P00734;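 active = inhibition at or above 40%; inactive = inhibition below 40%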;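 note: 0% = enzyme with no compound and 100% = wells without enzyme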
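Material: human alpha-thrombin enzyme / Medium: pH 7.5 Tris (50 mM) with NaCl 150 mM, Tween 20 0.05% / Compound: single-point dosing at 5 µM, 0.2% DMSO / Incubation: enzyme reaction carried out at room temperature / Detection: AMC fluorescence, 355/460 nm / Read-out basis: percent inhibition scaled between no-compound controls and no-enzyme blanks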
Starred values were filed as active, the others as inactive; . = not tested or not shown; & = joins results of further samples. These rows are one share of the data; the hit share may differ from the screen's.

A first look (5 entries):
SMILES	TNF death inh	zVAD death inh	Rad51 HR inh	Hck-Nef inh	FXIIa inh	FXIa inh 1536	KCC2 mod	KLK5 inh	thrombin 1536
Cc1cccc(C(=O)Nc2cc(=O)n(C)c(=O)n2C)c1	1.4	0.8	-3	-3	2	-8	-0.33	5	-3
CC(=O)N1CCN(CCN2C(C)=CC(=C(C#N)C#N)C=C2C)CC1	0.0	8.2	14	0	7	0	0.98	0	-9
COc1cc2c(cc1NS(=O)(=O)N1CCCCC1)oc1ccccc12	1.8	0.3	8	-20	15	5	-1.1	-14	-7
C/C(=N\NC(=O)CCC(=O)Nc1ccc(C)c(C)c1)c1cccs1	0.9	1.2	14	21	8	2	0.69	3	-2
CCCCc1nc(NCCNC(=O)c2ccccc2)c(C#N)c2c1CSC(C)(C)C2	-4.0	0.2	-2	-1	-6	1	0.49	-61	-7

This part in full, repeating the preview:
SMILES	TNF death inh	zVAD death inh	Rad51 HR inh	Hck-Nef inh	FXIIa inh	FXIa inh 1536	KCC2 mod	KLK5 inh	thrombin 1536
Cc1cccc(C(=O)Nc2cc(=O)n(C)c(=O)n2C)c1	1.4	0.8	-3	-3	2	-8	-0.33	5	-3
CC(=O)N1CCN(CCN2C(C)=CC(=C(C#N)C#N)C=C2C)CC1	0.0	8.2	14	0	7	0	0.98	0	-9
COc1cc2c(cc1NS(=O)(=O)N1CCCCC1)oc1ccccc12	1.8	0.3	8	-20	15	5	-1.1	-14	-7
C/C(=N\NC(=O)CCC(=O)Nc1ccc(C)c(C)c1)c1cccs1	0.9	1.2	14	21	8	2	0.69	3	-2
CCCCc1nc(NCCNC(=O)c2ccccc2)c(C#N)c2c1CSC(C)(C)C2	-4.0	0.2	-2	-1	-6	1	0.49	-61	-7
Cc1c(NC=C(C#N)C#N)c(=O)n(-c2ccccc2)n1C	-0.1	1.7	10	2	6	-1	-1.1	-3	2
Cc1ccc(S(=O)(=O)N2CCN(CC(=O)N/N=C/c3ccccc3OCC(=O)O)CC2)cc1	2.5	-0.1	.	23	2	-2	0.42	-1	-8
CCN(CC)C(=O)c1cn(C)c(=O)c2cc(OC)c(OC)cc12	2.0	1.5	-4	-9	14	1	0.41	-9	-1
CC(C)[C@H](NC(N)=O)C(=O)NNC(=O)COc1cccc(C(F)(F)F)c1	0.3	0.6	-7	-2	6	-1	0.00037	0	2
O=C(O)C1CC=CCC1C(=O)Nc1ccccc1C(=O)N1CCN(c2ccc(F)cc2)CC1 (stereo not drawn)	1.0	0.8	8	6	3	-4	0.59	-15	-5
Cn1c(=O)c2c(nc(N/N=C/c3cccs3)n2Cc2ccc(Br)cc2)n(C)c1=O	5.7	1.8	4	3	4	-7	0.25	-3	-4
Cc1ccccc1CN(c1ccc(C(=O)N2CCc3ccccc3C2)cc1)S(C)(=O)=O	0.5	0.0	-9	0	8	7	-2.1	-3	6
COc1ccc(-c2cc(C(F)(F)F)n3nc(C(=O)N4CCCC4)cc3n2)cc1	0.7	7.6	3	-5	2	-3	-1.1	-83	-9
Cc1nn(-c2ccccc2)c2sc(C(=O)OCc3nnc(-c4ccccc4)o3)cc12	1.0	-0.9	4	-1	10	3	.	2	5
CCN(CC)CCOC(=O)c1cccc(OC)c1	0.4	0.2	3	0	-4	-24	0.69	1	-8
O=C(CSc1cn(CC(=O)N2CCCC2)c2ccccc12)NCC1CCCO1 (stereo not drawn)	1.9	0.5	4	16	4	-4	0.73	-6	-9
CCCSC(=S)NC1CCS(=O)(=O)C1 (stereo not drawn)	-19	0.0	3	3	9	5	0.91	-25	-1
CCn1c(SCc2nc(N)nc(N3CCCCC3)n2)nc2c1c(=O)n(C)c(=O)n2C	-0.3	-0.1	-2	5	1	-2	-0.0013	-20	-14
Cc1ccc(S(=O)(=O)N2c3ccc(S(N)(=O)=O)cc3CC2C)cc1 (stereo not drawn)	-1.3	.	.	6	17	10	0.64	-9	1
CC(=O)Nc1ccc(S(=O)(=O)N2CCCN(S(=O)(=O)c3ccc(NC(C)=O)cc3)CC2)cc1	3.6	0.3	2	1	5	2	0.039	-8	2
COC(=O)C1CCN(C(=O)C23CCC(C)(C(=O)O2)C3(C)C)CC1 (stereo not drawn)	-1.8	-0.1	0	7	6	8	0.22	-16	-4
Cc1ccc(NC(=O)c2cc3nc(C)cc(C)n3n2)cc1	-1.3	-0.4	.	-11	8	-4	-0.89	3	-5
Cc1cccc(CSc2nc3c(c(-c4cccs4)c2C#N)CN(C)CC3)c1	0.2	-0.1	-32	3	9	0	0.51	0	-10
COC1=C(OC)c2ccccc2C(C(=O)O)N/C1=C(/C)Nc1ccncc1 (stereo not drawn)	0.8	1.4	-5	3	4	-16	-0.7	-11	-2
COc1ccc(COCC(O)CN2CCOCC2)cc1OC (stereo not drawn)	-1.9	-0.4	.	1	3	5	1.1	0	-17
CCOc1ncccc1C(=O)N(CC)CC(=O)Nc1ccc(NC(C)=O)cc1	0.4	0.4	3	3	8	3	1.4	-18	-2
CC(O)C(O)C(O)C(O)/C=N/NC(=O)c1ccccc1 (stereo not drawn)	0.9	-0.4	15	-2	1	-4	1.5	1	13
Cc1sc2ncnc(SCC(=O)N(C)C3CCS(=O)(=O)C3)c2c1C (stereo not drawn)	2.7	4.3	-1	19	1	-5	0.88	2	-10
NNC(=O)COc1ccc(C(F)(F)F)cc1	0.1	0.6	0	19	7	-10	1.2	-4	-4
CCC(Sc1nc2cc(OC)c(OC)cc2c(=O)n1CCc1ccc(S(N)(=O)=O)cc1)C(=O)NCCOC (stereo not drawn)	1.8	1.4	0	32	3	-1	0	-2	-6
O=C1CN=C(Nc2ccccc2Cl)N1Cc1ccc2c(c1)OCO2	-1.1	0.0	-5	16	11	1	0.026	-13	-8
O=C(Nc1ccccc1)/C(=C/c1cccc(Br)c1)NC(=O)c1ccco1	1.5	0.5	-7	0	2	0	0.17	-2	-9
COc1ccc(Nc2oc(-c3ccccc3Cl)nc2C#N)cc1	-6.9	1.6	14	1	3	-4	0.66	-11	-4
Cc1cc(C)n(CNc2nc(C(F)(F)F)cs2)n1	-1.1	0.0	0	2	17	7	0.37	1	0
Cc1nn(C(=O)/C(C#N)=C/N(C)C)c(C)c1C	-0.1	-1.7	9	19	13	4	0.03	5	-4
O=c1c2ccccc2c(C=Nc2ccc(S(=O)(=O)N3CCCCC3)cc2)c(O)n1-c1ccc(Cl)cn1	1.4	-0.8	-9	5	8	-4	-0.43	-8	-1
CC(C)(C)NC(=O)C(c1ccco1)N(Cc1ccc2c(c1)OCO2)C(=O)Cn1nnc2ccccc21 (stereo not drawn)	-1.8	0.5	-2	-1	-13	-20	-0.47	-7	-2
CC(C)(C)C(=O)N1CCCC1C(=O)O (stereo not drawn)	-0.2	-0.4	-10	1	17	-7	.	10	2
O=C(O)C1(P(=O)(c2ccc(Cl)cc2)c2ccc(Cl)cc2)CCCC1	-0.1	1.0	12	8	4	-4	0.0015	-3	0
C[C@@H]1CC=C[C@H]2[C@H]1C(=O)N(Cc1ccccc1)[C@H]2c1ccoc1	-5.0	0.7	-12	26	7	3	-1.7	5	-2
Cc1ccc(N2CCN(/N=C/c3sccc3C)CC2)cc1	-5.1	0.4	-6	2	6	-5	-1.7	3	-3
CCc1c(C)nc(SCCOc2ccc(OC(C)C)cc2)[nH]c1=O	-0.8	0.1	8	8	2	0	.	-4	4
CCOc1ccc(NC(C)c2cc(Cl)ccc2O)cc1 (stereo not drawn)	1.1	0.1	2	-9	11	-2	-0.071	-2	2
Nn1c(Cc2cccc3ccccc23)nnc1SCc1c(Cl)cccc1Cl	0.8	0.0	.	19	10	9	-3	-17	1
CCCCNc1nc2c(-c3ccccc3)nnn2c2ccccc12	6.9	0.8	-2	-19	-4	7	-0.87	-6	-4
Cc1[nH]c2ccccc2c1C1(O)C(=O)N(Cc2ccc3c(c2)OCO3)c2ccccc21 (stereo not drawn)	-11	0.7	.	0	-8	-11	.	6	-5
O=C(Nc1nc(NC(=O)c2ccco2)n(-c2ccccc2)n1)c1ccccc1	-11	-0.1	3	16	-18	-12	0.92	-265	1
O=c1[nH][nH]c(-c2ccccc2O)c1C(C[N+](=O)[O-])c1ccccc1 (stereo not drawn)	1.2	-0.1	3	5	-5	-3	0.44	-25	-12
O=C(c1ccccc1)c1nn(-c2cccc(Cl)c2)c2nc(-c3ccccc3)cc(=O)n12	-7.5	0.5	.	1	4	0	.	1	3
COc1cc(C2NC(=O)NC(C)=C2C(=O)OC(C)(C)C)ccc1OCC(N)=O (stereo not drawn)	-1.2	0.6	-2	1	12	-5	-0.025	4	-5
Cc1ccc(S(=O)(=O)N/N=C(\c2ccccc2)c2cccnc2)cc1	0.6	0.3	-57	-58	4	-4	0.76	-11	6
CC(/C=C/c1ccccc1)=N\NC(=O)Cn1nc(C)cc1C	1.2	1.2	-2	3	7	10	0.33	1	2
Fc1ccc(NC(=S)NCCc2ccc(Cl)cc2)cc1	-1.5	0.8	1	6	7	-2	-1.5	-19	-9
O=C1Nc2ccccc2C1Cc1ccccn1 (stereo not drawn)	3.3	0.2	8	5	5	2	0.61	15	-3
CC(C)(C)n1ncc2c(=O)n(CC(=O)NC3CCCCC3)cnc21	-1.8	0.4	7	2	10	0	0.44	-19	-5
Cc1oc2c(CN3CCCC3)c(O)ccc2c(=O)c1Oc1ccccc1Br	0.3	0.0	8	2	-44	-8	-0.22	0	-2
Cc1ccc(NC(=O)c2cc(-c3cccc(O)c3)on2)cc1C	-1.6	2.4	3	23	1	-8	1.3	-22	-9
CCOc1ccc(C(=O)Nc2cc(OC)ccc2OC)cc1	0.1	6.3	4	1	11	1	.	-11	-1
COC(=O)C1CCN(C(=O)Nc2ccccc2)CC1	0.5	4.0	12	-12	.	-8	-0.56	-4	-14
CCOC(=O)C(NCCOC)(NC(C)=O)C(F)(F)F (stereo not drawn)	-0.2	0.3	1	16	9	1	-0.069	1	0

Continued.
SMILES	TNF death inh	zVAD death inh	Rad51 HR inh	Hck-Nef inh	FXIIa inh	FXIa inh 1536	KCC2 mod	KLK5 inh	thrombin 1536
Cc1ncc([N+](=O)[O-])n1CCO	-4.4	62	-3	-9	3	-8	-0.38&0.013	8	-3
O=C(/C=C/c1ccccc1)Nc1cccc(C(=O)O)c1	-1.8	4.9	-5	23	11	0	1.3	5	-7
CCCNC(=O)C(=O)NCC1CCCN1CC (stereo not drawn)	-0.1	2.6	-3	19	13	8	0.49	3	-2
Cc1onc(-c2ccccc2)c1C(=O)N1CCOC12CCN(c1cccc(F)n1)CC2	2.0	-1.3	-1	-14	9	2	0.0085	8	3
CC(C)(C)n1nc2c(c1NC(=O)c1ccccc1)CS(=O)(=O)C2	1.2	1.7	23	20	4	-4	-0.37	-1	8
O=C(Nc1ccnc(-c2ccncc2)n1)C1CC1	0.5	0.4	-18	15	14	10	-0.18	15	33
CCCCc1ccc(N/C(N)=N/c2nc(C)cc(C)n2)cc1	-23	3.0	-1	19	14	5	-3.7	3	3
O=C(Nc1ccc2oc(-c3cccc(F)c3)nc2c1)c1ccccc1F	1.8	-0.6	6	1	12	-3	.	0	3
CC(C)c1nc2sc3c(NCc4ccccc4)ncnc3c2c2c1COC(C)(C)C2	0.3	0.0	4	4	6	-2	0.004	-23	-7

Bioassay records deposited in PubChem by several laboratories.
